HIV fusion peptide: inhibitors of HIV fusion peptide binding, primary screen, biochemical, uHTS, fluorescence dequenching (AID 1986) | cell-free peptide binding, fluorescence dequenching, 30 min; higher % means a stronger effect | inhibition, % at 20 µM, or IC50 in µM where a hit was titrated | 290,000 compounds, 0.3% hits; in the data active = inhibition mostly above about 52%, no sharp cut-off; inactive = mostly below about 76%; note: some results filed as inactive read as strong as hits
GPR55 LPI antagonism: GPR55 antagonists blocking LPI-driven arrestin recruitment, primary screen, imaging, U2OS, beta-arrestin-GFP, LPI agonist (AID 2013). U2OS GPR55 beta-arrestin-GFP translocation imaging, LPI antagonism; higher % means a stronger effect. inhibition, % at 10 µM; hits with a dose series show IC50 in µM. 290,000 compounds, 0.13% hits;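 active = spots per cell inhibited over 60%, with over 100 cells counted and total cytoplasm intensity under 500,000; inconclusive = wells with under 100 cells, flagged as likely toxic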;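 note: U2OS cells stably carrying GPR55 and arrestin-GFP stimulated by 5 µM LPI near EC80; imaged beta-arrestin-GFP aggregate spots per cell after agonist stimulation; plate controls were LPI-stimulated DMSO wells for no effect and DMSO wells without LPI for full effect; some results filed as inactive read as strong as hits; confirmed hits need IC50 under 10 µM and bright autofluorescent wells are also inconclusive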
Rac1 GTP hydrolysis: MgcRacGAP GTPase-activating activity inhibitors, confirmation, biochemical, ADP Hunter fluorescence | MgcRacGAP-stimulated Rac1 GTP hydrolysis, ADP Hunter fluorescence; higher % means a stronger effect; GST-tagged Rac1 F28L mutant substrate | one-dose inhibition, % at 30 µM; IC50 in µM for titrated hits | 340,000 compounds, 0.6% hits | AID 624330;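 active = first-screen hits whose inhibition reached a set limit at any dose in the follow-up dose series; inconclusive = inhibition above the set first-screen limit but never retested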;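 note: fluorescence reports GDP produced by GAP-driven GTP hydrolysis; strong numbers were not always called active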
GPR35 antagonists: inhibition of zaprinast-stimulated GPR35 beta-arrestin translocation – imaging, U2OS, beta-arrestin-GFP, zaprinast agonist, primary screen (AID 2058); U2OS GPR35 beta-arrestin-GFP translocation imaging, zaprinast antagonism; higher % means a stronger effect; inhibition, % at 10 µM, or IC50 in µM where a hit was titrated; 290,000 compounds, 0.052% hits;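 active = inhibition of at least 50% with at least 30 cells and total cytoplasm GFP at most 10,000,000; inconclusive = under 30 cells or total GFP of 10,000,000 plus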
NS5 inhibitors: Dengue-2 NS5 methyltransferase inhibitors, primary screen, biochemical, confirmation dose response (AID 588689); Dengue-2 NS5 methyltransferase capping enzyme assay, biochemical; higher % means a stronger effect; inhibition, % at 25 µM, or IC50 in µM where a hit was titrated; 340,000 compounds, 0.3% hits; in the data active = a potency from the dose series; inconclusive = inhibition above about 29% without an active follow-up result
Large T inhibition: SV40 large T antigen inhibitors, biochemical (AID 1903); SV40 large T antigen ATPase/helicase inhibition assay; higher % means a stronger effect; inhibition, % at 20 µM, or IC50 in µM where a hit was titrated; 310,000 compounds, 0.39% hits; in the data active = a potency from the dose series; inconclusive = inhibition mostly from about 32% at the one dose, without a potency; inactive = the rest, 99 in 100 with inhibition below about 32%; note: strong numbers were not always called active
UTI89 phage lysis: inhibition of K1F phage lysis, E. coli UTI89, bacterial capsule biogenesis inhibitors, alamar blue (AID 488966). E. coli UTI89 K1F phage lysis, alamar blue, 2 h; higher % means a stronger effect. 340,000 compounds, 0.02% hits. inhibition, % at 100 µM, or IC50 in µM where a hit was titrated;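 active = phage lysis inhibition, versus mean bacterial control, above a set limit; inconclusive = no clear call, values can overlap the other calls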;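 note: capsule biogenesis inhibitors block K1F phage lysis so surviving cells raise fluorescence; higher fluorescence means more inhibition of phage lysis; actives were called in the ten point dose series up to 300 µM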
RSV antiviral HEp-2: RSV antiviral activity via CPE protection, HEp-2 cells, primary 10 µM value included (AID 2391). HEp-2 cells, RSV-induced CPE inhibition; higher % means a stronger effect. CPE inhibition, % at 10 µM, or IC50 in µM where a hit was titrated. 310,000 compounds, 0.13% hits; in the data active = a potency from the dose series; inconclusive = CPE inhibition mostly from about 23% at the one dose, without a potency; inactive = the rest, 99 in 100 with CPE inhibition below about 21%; note: strong numbers were not always called active
PhoP inhibition: PhoP-dependent GFP reporter repression – Salmonella Typhimurium, primary screen (AID 1863) | S. Typhimurium PhoP-regulated promoter GFP reporter, 4 h; higher % means a stronger effect | inhibition, % at 50 µM, or IC50 in µM where a hit was titrated | 300,000 compounds, 0.16% hits;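 active = inhibition over 29.93%, a cutoff 3 SD above the screen mean, later confirmed by dose response; inconclusive = inhibition over 29.93% but no dose response follow-up; inactive = inhibition at most 29.93% or unconfirmed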;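 note: 0% = low Mg2+ inducing control and 100% = high Mg2+ repressing control; strong numbers were not always called active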
Starred values were filed as active, the others as inactive; ? = inconclusive; nt = not tested or not shown; [ ] = another dose, or the depositor's remark. An unsorted share of the library; 1.5% or so of the library scored in one or more.

SMILES | HIV fusion peptide | GPR55 LPI antagonism | Rac1 GTP hydrolysis | GPR35 antagonists | NS5 inhibitors | Large T inhibition | UTI89 phage lysis | RSV antiviral HEp-2 | PhoP inhibition
C=CC[n+]1c(-c2ccc(OC)c(OC)c2)csc1NNC(=O)Nc1ccccc1 | -3.0% | 4% | 25% | 17% | -17% | 11% | 4.8% | 2.8% | -7%
O=C(NCCOc1ccccc1)C1CCC(=O)N(CCc2ccccn2)C1 (centres undefined) | -1.3% | -3% | 0% | -5% | 1% | 5% | 0.6% | 1.8% | -2%
Cc1ccc(-n2c(C)cc(/C=N/NC(N)=S)c2C)cc1 | -1.5% | -7% | 3% | 9% | 1% | 16% | 11% | 13% | 37%
Cc1cc(C)n2[nH]c(=O)c(N=Nc3ccc(S(N)(=O)=O)cc3)c2n1 | 2.5% | 2% | 10% | 20% | 8% | -3% | 0.4% | 0.4% | 3%
COc1ccc(Br)cc1/C=N/NC(=O)c1ccc2nc[nH]c2c1 | 6.0% | 2% | 8% | 3% | -2% | 14% | 0.1% | 3.9% | -3%
OC(CNCC1COc2ccccc2O1)COCc1cccs1 (centres undefined) | 0.2% | 0% | 77µM* | -5% | -2% | 16% | -0.3% | -0.7% | 17%
CCCn1c(NCCO)nc2ccccc21 | 1.2% | 1% | 0% | 3% | -1% | 2% | 0.1%[50 µM] | -0.8% | 32%
CC(C)(Cc1ccc(O)cc1)NC(=O)CC(=O)N/N=C/c1ccc(Cl)cc1 | 1.0% | 8% | 7% | 8% | -7% | 7% | 0.0% | 4.5% | -4%
O=C(Cc1cccc2ccccc12)NCC1CCCO1 (centres undefined) | -0.4% | 5% | 6% | 9% | -6% | -3% | 3.1% | 2.5% | 2%
Cc1nn(C)c(C)c1S(=O)(=O)N(CC(=O)NCCCN1CCC(C)CC1)c1ccc(C(C)C)cc1 | 0.0% | -12% | 6% | -1% | 5% | -6% | 0.2% | -1.4% | 3%
CN(C)N1C(=O)/C(=C/c2ccco2)SC1=Nc1ccccc1 | nt | nt | 4% | nt | -7% | 8% | 0.2% | 3.0% | nt
CC(=O)Nc1c2c(nn1-c1cccc(C)c1)CSC2 | 2.7% | 12% | 9% | -18% | 2% | 7% | 0.3% | 3.9% | -7%
O=C(COC(=O)CNS(=O)(=O)c1ccc(Br)cc1Cl)NC1CC1 | nt | nt | 7% | nt | -9% | 18% | 1.1%[50 µM] | 1.4% | -4%
O=C(O)COc1ccc(/C=N/NC(=O)c2cn(-c3ccccc3)nc2-c2ccccc2)cc1 | 13% | 2% | 5% | -3% | 6% | 8% | 0.1% | 5.4% | 5%
CC(=O)Nc1ccc(-c2csc(NC(=O)Cc3ccccc3F)n2)cc1 | -0.3% | 1% | 8% | 3% | -8% | 7% | 1.1% | 9.7% | 4%
CN(c1ccc(OCC(=O)OCC(=O)Nc2ccccc2)cc1)S(=O)(=O)c1cccs1 | -1.3% | -13% | 12% | -9% | 3% | 3% | 0.5%[50 µM] | 0.1% | -4%
CN(C)c1ccc(O)c2c1CC1CC3[C@@H](N(C)C)C(=O)C(C(N)=O)=C(O)[C@]3(O)C(=O)C1=C2O (some centres undefined) | 54% | 13% | 120µM* | -10% | -1% | ? | -15% | 7.2% | 9.6µM*
Cc1ccc(NC(=O)c2ccc(Nc3c([N+](=O)[O-])cc([N+](=O)[O-])cc3[N+](=O)[O-])cc2)cc1 | -1.5% | 6% | -4% | -2% | 3% | 15% | -3.9%[50 µM] | -1.9% | 16%
COc1ccc(C2c3ccc(O)cc3Oc3ncn4nc(-c5ccco5)nc4c32)cc1OC (centres undefined) | -0.8% | 8% | 11% | 31% | -9% | 7% | 0.1% | 0.2% | -10%
Cc1cccc(NC(=O)/C(=C\c2ccco2)NC(=O)c2ccccc2)c1 | 16% | -3% | 11% | -14% | -21% | 7% | 0.4% | 4.7% | -6%

An excerpt of these results, with values under each structure.
Second line of a record: HIV fusion peptide	GPR55 LPI antagonism	Rac1 GTP hydrolysis	GPR35 antagonists	NS5 inhibitors	Large T inhibition	UTI89 phage lysis	RSV antiviral HEp-2	PhoP inhibition
> Cc1cccc(NC(=O)/C(=C\c2ccco2)NC(=O)c2ccccc2)c1
    16%	-3%	11%	-14%	-21%	7%	0.4%	4.7%	-6%
> Cc1ccc(-n2c(C)cc(/C=N/NC(N)=S)c2C)cc1
    -1.5%	-7%	3%	9%	1%	16%	11%	13%	37%

Additional structures.
SMILES | HIV fusion peptide | GPR55 LPI antagonism | Rac1 GTP hydrolysis | GPR35 antagonists | NS5 inhibitors | Large T inhibition | UTI89 phage lysis | RSV antiviral HEp-2 | PhoP inhibition
CCCOc1ccc(C2C3=C(Nc4nc(N)[nH]c(=O)c42)c2ccccc2C3=O)cc1 (centres undefined) | -2.5% | 12% | 0% | -1% | -1% | 21% | 0.0% | 0.7% | -3%
Nc1ccc(C(=O)NCCCCCCNC(=O)c2ccc(N)cc2)cc1 | -0.6% | 3% | nt | 4% | -3% | 9% | 0.3% | 1.5% | 0%
C1COCCNCCOCCOCCN1 | -2.9% | 6% | -6% | -1% | 3% | 9% | 4.9% | 0.9% | -4%
Cc1cccc2sc(N(CCCN3CCOCC3)C(=O)CS(=O)(=O)c3ccc(F)cc3)nc12 | nt | nt | 2% | nt | -5% | 6% | 0.2%[50 µM] | -0.6% | 2%
CC1CC(C)(C)CC2(C1)NC(=O)N(CC(=O)NCCc1c[nH]c3ccccc13)C2=O (centres undefined) | 2.8% | -6% | 0% | -4% | 1% | 15% | -3.1% | -0.4% | 15%
COc1cc(NC(=O)CSc2nc3[nH]c(=O)cc(O)c3s2)cc(OC)c1OC | nt | nt | 5% | nt | -10% | nt | -0.1%[50 µM] | 0.3% | nt
CCOc1ccc(NC(=O)[C@@H](NC(=O)OCc2ccccc2)[C@@H](C)CC)cc1 | 2.4% | 7% | 7% | 11% | -2% | 7% | 1.9%[50 µM] | 3.7% | -30%
CC(=O)c1c(C)[n+]([O-])c2ccc3c(non3O)c12 | -0.2% | -7% | 9% | -4% | -2% | 0% | -0.8% | -0.3% | 2%
Cc1noc(C)c1C(=O)N1CCN(CCc2ccccc2)CC1 | -1.5% | -1% | 2% | -3% | -1% | 13% | 2.2% | -0.6% | 1%
COc1ccc(-n2c(=O)c3ccccc3n(CC(=O)OCc3ccccc3)c2=O)cc1OC | 1.1% | 15% | 11% | 15% | -8% | 16% | 0.2% | 0.7% | -3%
COc1ccc2nc(Nc3ccc4c(c3)OCO4)sc2c1 | -4.7% | 0% | 4% | -5% | -1% | 10% | 1.1% | 0.2% | 14%
COc1ccc(CN2CCNC(=O)C2CC(=O)N(C)Cc2nonc2C)c(F)c1 (centres undefined) | -0.8% | 9% | 8% | -2% | 9% | 13% | 0.1% | 0.4% | 0%
N#C/C(=C\c1ccc(Cl)s1)C(=O)N1CCN(c2ccccc2)CC1 | 3.1% | 10% | 7% | -1% | -4% | 13% | -0.1% | 1.3% | -10%
COc1ccccc1NS(=O)(=O)c1ccc(NC(=O)c2nc3nc(C)cc(C(F)F)n3n2)cc1 | -2.6% | 7% | 5% | -10% | -3% | 14% | -0.4% | nt | 6%
Cc1cccc(N2CCN(Cc3nc(-c4ccc(F)cc4F)oc3C)CC2)n1 | -1.6% | 2% | 0% | -2% | -1% | 4% | 0.5% | ? | -6%
Cc1ccccc1NC(=O)Nc1ccccn1 | -0.9% | 7% | 6% | 23% | -6% | 6% | -0.2% | 9.2% | 7%
COc1ccc(OC)c(S(=O)(=O)NCC(=O)O)c1 | 0.1% | 9% | 2% | 9% | 1% | 21% | 0.4% | 0.2% | 0%
COc1cc(C2C(C#N)=C(N)OC3=C2C(=O)CC(C)(C)C3)ccc1OC(=O)N1CCOCC1 (centres undefined) | -1.3% | 18% | 3% | -14% | -1% | 2% | 0.0% | -0.6% | -10%
O=C(CCS(=O)(=O)c1ccc(F)cc1)Nc1nc(-c2ccncc2)cs1 | -0.2% | -9% | 14% | -2% | 5% | 19% | 0.1% | 4.4% | 2%
NC(=O)C1c2ccccc2Oc2ccccc21 | 0.0% | 0% | 6% | 4% | -2% | 1% | 0.2% | -0.8% | 10%

Structural class, those above containing two or more sulfur atoms.
SMILES | HIV fusion peptide | GPR55 LPI antagonism | Rac1 GTP hydrolysis | GPR35 antagonists | NS5 inhibitors | Large T inhibition | UTI89 phage lysis | RSV antiviral HEp-2 | PhoP inhibition
CN(c1ccc(OCC(=O)OCC(=O)Nc2ccccc2)cc1)S(=O)(=O)c1cccs1 | -1.3% | -13% | 12% | -9% | 3% | 3% | 0.5%[50 µM] | 0.1% | -4%
Cc1cccc2sc(N(CCCN3CCOCC3)C(=O)CS(=O)(=O)c3ccc(F)cc3)nc12 | nt | nt | 2% | nt | -5% | 6% | 0.2%[50 µM] | -0.6% | 2%
COc1cc(NC(=O)CSc2nc3[nH]c(=O)cc(O)c3s2)cc(OC)c1OC | nt | nt | 5% | nt | -10% | nt | -0.1%[50 µM] | 0.3% | nt
O=C(CCS(=O)(=O)c1ccc(F)cc1)Nc1nc(-c2ccncc2)cs1 | -0.2% | -9% | 14% | -2% | 5% | 19% | 0.1% | 4.4% | 2%

(listing goes on)
SMILES | HIV fusion peptide | GPR55 LPI antagonism | Rac1 GTP hydrolysis | GPR35 antagonists | NS5 inhibitors | Large T inhibition | UTI89 phage lysis | RSV antiviral HEp-2 | PhoP inhibition
Nc1cc(N)nc(SCC(=O)NNC(=O)Cc2ccccc2)n1 | -1.0% | 13% | 8% | 4% | -1% | 7% | 0.0% | 2.5% | -11%
COc1ccc(-c2oc3ccccc3c(=O)c2OCC(=O)O)cc1 | -0.6% | -1% | 0% | -6% | -6% | 5% | -1.8% | 0.2% | -10%
Cc1ccc(SCC(=O)Nc2cc(C)on2)cc1 | 2.2% | 0% | 6% | -2% | -3% | 4% | 0.1% | 1.4% | -11%
Cc1ccc2c(CN3CCCCC3C)cc(=O)oc2c1C (centres undefined) | 0.2% | -13% | 5% | 6% | -1% | nt | 0.4% | nt | nt
Cc1ccc(C(=O)NCC(=O)OCC(=O)c2ccc3c(c2)OCCO3)cc1C | -1.2% | -12% | 3% | 1% | -6% | 11% | 2.8% | 0.7% | -5%
Cc1nc2c(-c3ccc(F)cc3)c(C)nn2c(C)c1CCC(=O)Nc1ccccc1F | -0.9% | 0% | 4% | -18% | -2% | 8% | 0.2% | 2.4% | -8%

Screening data deposited in PubChem by several laboratories.
